Source: PubChem BioAssay (National Center for Advancing Translational Sciences (NCATS))
Eya2 inh = qHTS Assay for Inhibitors of the Phosphatase Activity of Eya2. recombinant Eya2, OMFP fluorescence dephosphorylation (OMFP is methylfluorescein phosphate). Potency, µM (doses to about 76.9 µM), inactives show at the highest dose activity, negative = inhibition, most hits filed as inhibitors. 330,000 tested, 0.006% active. AID 488837, 2010; note: potency is the fitted concentration of half-maximal effect; % is set by controls: 0 for no effect and ±100 for the full control effect
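Eya2 (0.2 uM) preincubated 10 min at ambient with compound, then OMFP substrate added at 50 uM; 10 min reaction in 50 mM HEPES pH 7.5, 50 mM NaCl, 5 uM MgCl2, 0.05% BSA, 1 mM DTT. Fluorescence read at Ex 485/Em 525 nm.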
uPA surface inh = qHTS for Inhibitors of Cell Surface uPA Generation. cell surface uPA generation assay, qHTS. Potency, µM (doses to about 38.3 µM), inactives show at the highest dose activity change, negative = inhibition, usual class: inhibitors. 330,000 tested, 0.31% active. AID 540303, 2011; active = well fitted inhibition curve with a large enough effect; inconclusive = small, poorly fitted or top-dose-only effect; inactive = no such curve, though single readings can be large or run the other way; tested in mouse RAW 264.7 cells; note: potency is the fitted concentration of half-maximal effect; % is set by controls: 0 for no effect and ±100 for the full control effect; nearly all actives have a fitted effect of over 55% in size
TSG101-PTAP inh = qHTS Assay for Iinhibitors of HIV-1 Budding by Blocking the Interaction of PTAP/TSG101; Potency, µM (series often up to 115 µM), without a hit: at the highest dose activity change, negative = inhibition, actives largely listed as inhibitors; Tumor susceptibility gene 101 protein (Homo sapiens), Q99816; AID 493005, 2010; 340,000 tested, under 10 active; Fluorescence polarization, FITC-PTAP peptide / Tsg101 binding; active = well fitted inhibition curve with a large enough effect in the main read-out, with a control signal flat, not every such curve was filed as active; inconclusive = small, poorly fitted or top-dose-only effect, or effect the other way, or a change in a side signal; inactive = no such curve, though single readings can be large or run the other way; note: potency is the fitted concentration of half-maximal effect; % of control where 0% means no effect
Target sequence (Q99816 whole entry, looked up): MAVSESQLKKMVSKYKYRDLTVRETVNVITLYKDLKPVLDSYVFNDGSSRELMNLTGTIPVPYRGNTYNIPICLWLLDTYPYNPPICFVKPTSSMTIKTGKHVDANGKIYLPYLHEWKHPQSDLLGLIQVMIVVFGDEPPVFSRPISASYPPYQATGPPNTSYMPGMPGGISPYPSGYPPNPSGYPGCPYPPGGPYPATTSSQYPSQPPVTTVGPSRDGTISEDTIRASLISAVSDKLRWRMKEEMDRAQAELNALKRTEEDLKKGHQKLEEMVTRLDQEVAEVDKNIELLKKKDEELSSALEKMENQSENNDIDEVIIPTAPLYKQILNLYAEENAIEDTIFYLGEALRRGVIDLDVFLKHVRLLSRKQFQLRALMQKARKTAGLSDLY
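Fluorescence polarization binding of Tsg101 binding domain (10 uM final) to FITC-labeled PTAP peptide (50 nM final) in HEPES pH 7.5 buffer with NaCl, Tween 20, EDTA, TCEP. Compounds added before peptide; binding 20 min at RT.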
B2AR arrestin = qHTS assay of beta-arrestin-biased ligands of beta2-adrenergic receptor. beta-arrestin recruitment to beta2AR, cell-based reporter. 330,000 tested, 0.02% active. Beta-2 adrenergic receptor (Homo sapiens), P07550. Potency, µM (series often up to 46.1 µM), without a hit: at the highest dose activation, usual class: activators;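 note: potency is the fitted concentration of half-maximal effect; 0% = DMSO controls and full agonism = EC100 isoproterenol or metaproterenol; nearly all actives have a fitted effect of over 65% in size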
ELG1 repair inh = qHTS screen for small molecules that inhibit ELG1-dependent DNA repair in human embryonic kidney (HEK293T) cells expressing luciferase-tagged ELG1. HEK293T ELG1-luciferase reporter, luminescence, 16 h; DNA damage induced by 5-fluorouridine. Potency, µM (highest dose often 46.1 µM), for the others: at the highest dose activity change, negative = inhibition, usual class: inhibitors. 330,000 tested, 2.3% active. AID 504467, 2011; note: potency is the fitted concentration of half-maximal effect; % is set by controls: 0 for no effect and ±100 for the full control effect; nearly all actives have a fitted effect of over 55% in size
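Cells (2,000 per well) received 5-fluorouridine plus test compound or DMSO and were incubated 16 hr at 37 °C, 5% CO2. Luciferase activity was read by luminescence 30 min after ONE-Glo addition; signal suppression marked inhibition of damage-induced ELG1 function.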
Tb PFK inh = qHTS Assay to Find Inhibitors of T. brucei phosphofructokinase; 330,000 tested, 0.17% active; T. brucei PFK, ADP-Glo luminescence; ATP-dependent 6-phosphofructokinase (Trypanosoma brucei brucei), O15648; Potency, µM (highest dose often 57.5 µM), for the others: at the top dose activity, negative = inhibition, most hits filed as inhibitors; AID 485367, 2010;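 note: potency is the fitted concentration of half-maximal effect; 0% = uninhibited 1x PFK enzyme wells and -100% = no-enzyme wells; nearly all actives have a fitted effect of over 60% in size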
Target sequence (O15648 whole entry, looked up): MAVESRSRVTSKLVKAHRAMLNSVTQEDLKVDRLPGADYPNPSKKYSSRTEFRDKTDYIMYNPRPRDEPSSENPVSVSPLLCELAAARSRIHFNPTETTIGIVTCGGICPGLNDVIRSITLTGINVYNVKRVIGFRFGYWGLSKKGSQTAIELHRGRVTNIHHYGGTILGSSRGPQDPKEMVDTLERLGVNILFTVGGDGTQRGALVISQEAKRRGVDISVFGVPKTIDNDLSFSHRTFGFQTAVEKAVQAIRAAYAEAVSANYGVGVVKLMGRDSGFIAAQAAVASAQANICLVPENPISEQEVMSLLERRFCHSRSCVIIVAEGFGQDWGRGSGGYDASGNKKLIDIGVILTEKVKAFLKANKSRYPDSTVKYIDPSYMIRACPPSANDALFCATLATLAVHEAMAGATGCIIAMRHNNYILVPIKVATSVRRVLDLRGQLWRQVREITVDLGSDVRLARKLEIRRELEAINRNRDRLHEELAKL
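ADP-Glo luminescence quantified ADP after 45 min at room temperature, with 1.25 nM T. brucei PFK, 0.1 mM ATP and 0.5 mM fructose-6-phosphate in pH 8.0 TEA buffer. qHTS titrations up to 57 µM; curves classified by quality.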
BCR signal inh = qHTS Assay to Find Inhibitors of Chronic Active B-Cell Receptor Signaling; ABC-DLBCL IkBa-CBG/CBR reporter, luminescence ratio, 4 h; Potency, µM (titrated, usually from 46.1 µM), inactives show at the highest dose ratio change, negative = lower green/red ratio, usual class: inhibitors; 340,000 tested, 0.05% active; active = well fitted inhibition curve with a large enough effect in the signal ratio, with a control signal flat, not every such curve was filed as active; inconclusive = small, poorly fitted or top-dose-only effect, or effect the other way, or a change in a side signal; the % refers to the signal ratio;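 note: potency is the fitted concentration of half-maximal effect; plate controls were basal doxycycline-induced cells for no effect and cells given 10 µM MG132 for full effect; MG132 reads +100%, hits lower the ratio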
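Doxycycline induced both beetle luciferases in TMD8 lymphoma cells; IKK-driven degradation limits the IkappaBalpha-fused green signal, while red luminescence normalises for cell number and nonspecific effects. Compounds tested up to 46 uM, 4 hrs.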
Mito fusion yeast = qHTS Assay for Small Molecule Inhibitors of Mitochondrial Division or Activators of Mitochondrial Fusion. 320,000 tested, 0.23% active. S. cerevisiae fusion-defective mutant growth rescue, CellTiterGlo 48 h. Potency, µM (top dose mostly 46.1 µM), for inactives: top-dose growth rescue (activation), usual class: activators. AID 485298, 2010;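 note: potency is the fitted concentration of half-maximal effect; % of control where 0% means no effect; nearly all actives have a fitted effect of over 45% in size; temperature-sensitive fusion mutants such as fzo1-1 at 37 °C on non-fermentable ethanol glycerol medium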
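Temperature-sensitive fusion-defective S. cerevisiae (e.g. fzo1-1, mgm1-5) were grown with compound in YPEG medium (3% ethanol, 3% glycerol) for 48 hours at 37C. Growth rescue was measured as viability by CellTiterGlo luminescence after 10 minutes at ambient.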
TCR activator = Activators of T cell receptors: qHTS campaign; primary human leukocytes, anti-CD3, IL-2 HTRF, 48 h; Potency, µM (series often up to 9.22 µM), for the others: top-dose activation of IL-2 secretion, actives largely listed as activators; 330,000 tested, under 10 active; AID 504894, 2011; note: % of control where 0% means no effect
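TCR engagement came from a-CD3 beads alone, with compounds added to primary human leukocytes for 48 hr. Secreted IL-2 bridged europium cryptate- and d2-labelled anti-IL-2 antibodies, giving FRET emission at 665nm after 320nm excitation.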
USP2a block = qHTS Assay for Inhibitors of Ubiquitin-specific Protease USP2a Using CHOP2 as the Reporter | USP2 core, Ub-CHOP2 coupled fluorogenic reporter, 485/531 | Potency, µM (top dose mostly 38.3 µM), for inactives: top-dose activity change, negative = inhibition, hits mostly inhibitors | 330,000 tested, 0.01% active | AID 463254, 2010;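 note: potency is the fitted concentration of half-maximal effect; plate controls were DMSO wells for no effect and full inhibition by NEM control for full effect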
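Deubiquitinase activity read as fluorescence (485/531 nm) after Ub-CHOP2 cleavage activates the enterokinase reporter on its substrate; USP2 core 10nM, Ub-CHOP2 and substrate 25nM each, 30min compound preincubation then 60min RT; data normalized to NEM, curves fitted.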
TSHR antag = Antagonists of the Thyroid Stimulating Hormone Receptor: HTS campaign; Thyrotropin receptor (Homo sapiens), P16473; TSHR-expressing cells, TSH-stimulated cAMP HTRF, 2 h; active compounds read low; activity change, negative = inhibition, % at 11.5 µM; 330,000 tested, 0.2% active; AID 504810, 2011;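 active = activity change below a set negative limit, meaning inhibition stronger than a set level, cut at about -70% in these data; inconclusive = activity change between two set negative limits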; note: % is set by controls: 0 for no effect and ±100 for the full control effect
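Cell-based HTRF cAMP assay; TSHR cells + compound, TSH EC80 (4nM final), 2 h, 37 deg C. Lysis with anti-cAMP cryptate and cAMP-d2, 30 min RT, read 665/620 nm.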
* marks the source's active call; other numbers are inactive results; [ ] = dose if it differs, or a comment. Unless noted, calls come from the whole dose curve; as a rule, active = well fitted curve in the direction sought with a large enough effect; inconclusive = small, poorly fitted or top-dose-only effect, or another doubt; inactive = no such curve, though single readings can be large; an effect the other way counts as inactive or inconclusive.

How did CC(C)CC(=O)N1CCN(C(=O)c2ccc(-c3ccccc3)cc2)CC1 do in these assays?
Eya2 inh: -11%; uPA surface inh: -13%; TSG101-PTAP inh: -1%; B2AR arrestin: -0.8%; ELG1 repair inh: inconclusive; Tb PFK inh: 2%; BCR signal inh: -1%; Mito fusion yeast: -1%; TCR activator: -10%; USP2a block: 0%; TSHR antag: -13

Results for COc1ccc2c(c1)CCc1sc(NC(=O)c3ccco3)nc1-2 ?
Eya2 inh: -17%; uPA surface inh: 4%; TSG101-PTAP inh: -5%; B2AR arrestin: 1.0%; ELG1 repair inh: inconclusive; Tb PFK inh: 7%; BCR signal inh: inconclusive; Mito fusion yeast: 12%; TCR activator: -4%; USP2a block: 4%; TSHR antag: -8

What do the screens show for `C1=C(N2CCOCC2)/C(=C/c2nc3ccccc3[nH]2)CC1`?
Eya2 inh: 30%; uPA surface inh: 4%; TSG101-PTAP inh: -15%; B2AR arrestin: -0.8%; ELG1 repair inh: 3%; Tb PFK inh: -8%; BCR signal inh: inconclusive; Mito fusion yeast: 1%; TCR activator: -2%; USP2a block: -2%; TSHR antag: -3

How did Cc1ccc(C(=O)Cn2c(=N)n(N)c3ccccc32)cc1 do in these assays?
Eya2 inh: 16%; uPA surface inh: -17%; TSG101-PTAP inh: -5%; B2AR arrestin: 0.5%; ELG1 repair inh: inconclusive; Tb PFK inh: 0%; BCR signal inh: inconclusive; Mito fusion yeast: 3%; TCR activator: 3%; USP2a block: 0%; TSHR antag: 50

How did CCC(C(=O)Nc1ncccn1)(C(F)(F)F)C(F)(F)F do in these assays?
Eya2 inh: 5%; uPA surface inh: 0%; TSG101-PTAP inh: -4%; B2AR arrestin: 0.2%; ELG1 repair inh: 18%; Tb PFK inh: -6%; BCR signal inh: -1%; Mito fusion yeast: -2%; TCR activator: -12%; USP2a block: 2%; TSHR antag: -2

Results for Cc1ccc(OCc2nnc(SCC(=O)NC3CCCCC3)n2C)cc1 ?
Eya2 inh: -31%; uPA surface inh: 5%; TSG101-PTAP inh: 1%; B2AR arrestin: -0.2%; ELG1 repair inh: 16%; Tb PFK inh: 0%; BCR signal inh: -25%; Mito fusion yeast: -2%; TCR activator: -5%; USP2a block: -2%; TSHR antag: -8

How did CCOC(=O)N1CCN(C(=O)COC(=O)c2oc3ccc(OC)cc3c2C)CC1 do in these assays?
Eya2 inh: 4%; uPA surface inh: -1%; TSG101-PTAP inh: -4%; B2AR arrestin: -0.2%; ELG1 repair inh: 17%; Tb PFK inh: 2%; BCR signal inh: 5%; Mito fusion yeast: 3%; TCR activator: 7%; USP2a block: -2%; TSHR antag: -11

How did CC1CN(c2ccc(Cl)cc2)c2nc3c(c(=O)[nH]c(=O)n3C)n2C1 (configuration not stated) do in these assays?
Eya2 inh: 12%; uPA surface inh: 3%; TSG101-PTAP inh: 0%; B2AR arrestin: -0.6%; ELG1 repair inh: -3%; Tb PFK inh: 21%; BCR signal inh: 0%; Mito fusion yeast: -4%; TCR activator: -2%; USP2a block: 2%; TSHR antag: 2

How did CCS(=O)(=O)c1nc(S(=O)(=O)c2ccc(Cl)cc2)c(N2CCOCC2)s1 do in these assays?
Eya2 inh: -9%; uPA surface inh: -22%; TSG101-PTAP inh: -4%; B2AR arrestin: -0.7%; ELG1 repair inh: -3%; Tb PFK inh: -5%; BCR signal inh: -1%; Mito fusion yeast: -14%; TCR activator: -1%; USP2a block: 4%; TSHR antag: 11

How did C=CCn1cnc2c(nnn2-c2ccc(Cl)cc2)c1=O do in these assays?
Eya2 inh: 18%; uPA surface inh: -2%; TSG101-PTAP inh: 2%; B2AR arrestin: -0.4%; ELG1 repair inh: -15%; Tb PFK inh: -1%; BCR signal inh: inconclusive; Mito fusion yeast: 0%; TCR activator: 9%; USP2a block: 2%; TSHR antag: 7

Results for O=C(Nc1cccc(-c2cnc3ccccc3n2)c1)c1ccc(Cl)cc1 ?
Eya2 inh: -13%; uPA surface inh: 19%; TSG101-PTAP inh: -8%; B2AR arrestin: -0.6%; ELG1 repair inh: 14%; Tb PFK inh: -4%; BCR signal inh: -7%; Mito fusion yeast: 3%; TCR activator: 5%; USP2a block: -1%; TSHR antag: 0

What do the screens show for `O=C(O)CSCC(=O)Nc1cccc(C(F)(F)F)c1`?
Eya2 inh: 12%; TSG101-PTAP inh: -7%; B2AR arrestin: -0.7%; ELG1 repair inh: 0%; Tb PFK inh: 2%; BCR signal inh: inconclusive; Mito fusion yeast: 0%; TCR activator: -3%; USP2a block: -5%; TSHR antag: 7

Results for CCc1ccc(C(=O)CN2C(=O)C(C)N(c3ccc(C)cc3)C2=O)cc1 (configuration not stated) ?
Eya2 inh: -1%; uPA surface inh: 5%; TSG101-PTAP inh: -8%; B2AR arrestin: -1.0%; ELG1 repair inh: 29%; Tb PFK inh: 3%; BCR signal inh: inconclusive; Mito fusion yeast: 3%; TCR activator: 9%[46.1 µM]; USP2a block: -1%; TSHR antag: 0

Results for CCOc1cccc2cc(C(=O)Nc3cc(C)on3)c(=O)oc12 ?
Eya2 inh: -2%; uPA surface inh: 6%; TSG101-PTAP inh: -6%; B2AR arrestin: -0.1%; ELG1 repair inh: 13%; Tb PFK inh: -2%; BCR signal inh: inconclusive; Mito fusion yeast: 0%; USP2a block: 3%; TSHR antag: 2

How did Cc1ccc(C(C)C)c(OCC(=O)OCC(=O)NC2CC2)c1 do in these assays?
Eya2 inh: 8%; uPA surface inh: -5%; TSG101-PTAP inh: -7%; B2AR arrestin: -0.8%; ELG1 repair inh: inconclusive; Tb PFK inh: 9%; BCR signal inh: 3%; TCR activator: 3%; USP2a block: 2%; TSHR antag: -14

How did CCN(CC(=O)Nc1ccc(NC(C)=O)cc1)C(=O)c1c(C)nn(-c2ccc(F)cc2)c1Cl do in these assays?
Eya2 inh: 4%; uPA surface inh: 2%; TSG101-PTAP inh: -4%; B2AR arrestin: 0.0%; ELG1 repair inh: inconclusive; Tb PFK inh: -2%; BCR signal inh: 1%; TCR activator: 6%; USP2a block: 2%

What do the screens show for `CCOc1ncccc1C(=O)Nc1ccc(-c2cn3ccsc3n2)cc1`?
Eya2 inh: 17%; TSG101-PTAP inh: -5%; B2AR arrestin: -0.4%; ELG1 repair inh: -2%; Tb PFK inh: -1%; BCR signal inh: -7%; Mito fusion yeast: 2%; TCR activator: -4%; USP2a block: 3%; TSHR antag: 4

What do the screens show for `O=C(CNc1cccc(S(=O)(=O)N2CCCCCC2)c1)Nc1cccc([N+](=O)[O-])c1`?
Eya2 inh: 2%; uPA surface inh: inconclusive; TSG101-PTAP inh: -5%; B2AR arrestin: -0.1%; ELG1 repair inh: inconclusive; Tb PFK inh: -12%; BCR signal inh: 2%; Mito fusion yeast: 2%; TCR activator: 7%; USP2a block: 3%; TSHR antag: 3
